FAS TE block: inhibitors of human fatty acid synthase thioesterase domain. P49327. recombinant FAS-TE, OMFH fluorogenic substrate, fluorescence endpoint. inhibition, % at 15 µM. 360,000 tested, 0.67% active;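 active = compounds whose normalised, plate-corrected inhibition of enzyme fluorescence in the single-dose primary screen is 50% or more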;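 also: 0% = DMSO with enzyme and 100% = substrate without enzyme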
E coli Lon inh: E. coli protease La inhibition | P0A9M0 | AID 602123 | inhibition, % at 7.94 µM | 360,000 tested, 0.42% active | purified E. coli Lon protease, fluorescence polarization; in the data active = inhibition above about 13%, passing the limit was not always enough;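 also: 0% = enzyme with probe and DMSO and 100% = no enzyme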
TbMetRS inhib: Trypanosoma brucei MetRS inhibition. purified T. brucei MetRS, ATP depletion, Kinase-Glo luminescence. 360,000 tested, 0.4% active. inhibition, % at 11.9 µM;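 active = inhibition above a per-plate cutoff of the control wells' mean inhibition plus 3 SD, cut at about 5.5% in these data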;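 also: 0% = DMSO wells median and 100% = median of wells with control inhibitor compound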
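assay system = parasite MetRS enzyme | timing = 15 min preincubation, 2 h reaction, all 25 °C | evaluation = percent inhibition relative to median high and low control wells | medium = HEPES buffer containing pyrophosphatase, BSA, spermine, DTT | compound = single dose, 11.9 µM final nominal, 0.9% final DMSO | detection = Kinase-Glo luminescence, ATP depletion format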
Neddyl block: inhibitors of human cullin neddylation | calls only at 25 µM | P61081+Q13564 | AID 651699 | 360,000 tested, 0.58% active | TR-FRET cullin neddylation, biochemical; in the data active = inhibition above about 36%
MsrA inh: inhibits bovine methionine sulfoxide reductase A; 360,000 tested, 0.75% active; purified bovine MsrA, absorbance read-out; inhibition, % at 15.5 µM; in the data active = inhibition above about 4.5%;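 also: 0% = vehicle wells with enzyme and 100% = reference inhibitor wells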
CSN inh: inhibitors of human CSN-mediated cullin deneddylation | AID 651999 | 360,000 tested, 0.38% active | Purified CSN, SCF-Nedd8-OG deneddylation, fluorescence polarization | Q92905 | inhibition, % at 12.5 µM;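 active = pattern-corrected inhibition above about 35%, with an unprinted fluorescence ratio check between 0.5 and 1.5, limit read from the data, passing the limit was not always enough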;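 also: 0% = enzyme with substrate and 100% = substrate without enzyme; some results filed as inactive read as strong as hits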
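Assay system: HEK293T-derived human Csn5 enzyme; quantity: 0.24 nM enzyme; medium: Tris/NaCl/DTT buffer, pH 7.5; also added: substrate SCFSkp2-Nedd8OG, 10 nM; doses: 12.5 µM compound; schedule: 90 min reaction at room temperature; signal: FP; read-out: % inhibition of substrate cleavage by Csn5; benchmarks: substrate-only high control, full reaction low control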
Rin1-Abl PPI inh: human Rin1-Abl interaction inhibition; P00519+Q13671; TR-FRET Rin1/Abl binding, biochemical; inhibition, % at 7.35 µM; 360,000 tested, 0.4% active; in the data active = inhibition above about 5%, passing the limit was not always enough
Target sequence (P00519 whole entry, looked up): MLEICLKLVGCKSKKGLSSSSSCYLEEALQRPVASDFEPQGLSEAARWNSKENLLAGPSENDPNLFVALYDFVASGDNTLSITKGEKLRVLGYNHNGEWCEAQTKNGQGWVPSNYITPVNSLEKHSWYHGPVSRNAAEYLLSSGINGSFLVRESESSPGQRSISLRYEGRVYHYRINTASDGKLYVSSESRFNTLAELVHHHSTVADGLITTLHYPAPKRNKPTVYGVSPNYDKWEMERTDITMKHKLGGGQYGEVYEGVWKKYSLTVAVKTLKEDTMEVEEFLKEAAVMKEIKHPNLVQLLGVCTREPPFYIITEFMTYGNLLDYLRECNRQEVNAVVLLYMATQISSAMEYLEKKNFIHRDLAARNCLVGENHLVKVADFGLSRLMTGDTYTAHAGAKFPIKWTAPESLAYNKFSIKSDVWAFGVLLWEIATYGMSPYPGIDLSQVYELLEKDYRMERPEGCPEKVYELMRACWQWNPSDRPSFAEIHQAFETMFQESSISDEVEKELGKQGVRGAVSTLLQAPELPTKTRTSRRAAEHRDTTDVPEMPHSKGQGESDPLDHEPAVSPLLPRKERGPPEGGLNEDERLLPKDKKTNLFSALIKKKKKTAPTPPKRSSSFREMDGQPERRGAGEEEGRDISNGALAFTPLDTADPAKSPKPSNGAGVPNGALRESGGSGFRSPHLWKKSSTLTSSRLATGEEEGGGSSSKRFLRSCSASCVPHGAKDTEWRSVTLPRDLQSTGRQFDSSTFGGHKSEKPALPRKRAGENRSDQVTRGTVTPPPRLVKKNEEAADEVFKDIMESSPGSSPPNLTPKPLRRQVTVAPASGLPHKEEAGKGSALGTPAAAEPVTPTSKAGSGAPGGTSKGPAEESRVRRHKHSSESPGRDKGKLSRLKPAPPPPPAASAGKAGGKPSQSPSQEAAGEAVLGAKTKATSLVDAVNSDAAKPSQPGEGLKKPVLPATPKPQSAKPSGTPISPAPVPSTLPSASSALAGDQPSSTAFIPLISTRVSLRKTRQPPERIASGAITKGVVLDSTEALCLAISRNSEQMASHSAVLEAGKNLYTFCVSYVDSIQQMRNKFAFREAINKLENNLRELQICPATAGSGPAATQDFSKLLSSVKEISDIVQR
Target sequence (Q13671 whole entry, looked up): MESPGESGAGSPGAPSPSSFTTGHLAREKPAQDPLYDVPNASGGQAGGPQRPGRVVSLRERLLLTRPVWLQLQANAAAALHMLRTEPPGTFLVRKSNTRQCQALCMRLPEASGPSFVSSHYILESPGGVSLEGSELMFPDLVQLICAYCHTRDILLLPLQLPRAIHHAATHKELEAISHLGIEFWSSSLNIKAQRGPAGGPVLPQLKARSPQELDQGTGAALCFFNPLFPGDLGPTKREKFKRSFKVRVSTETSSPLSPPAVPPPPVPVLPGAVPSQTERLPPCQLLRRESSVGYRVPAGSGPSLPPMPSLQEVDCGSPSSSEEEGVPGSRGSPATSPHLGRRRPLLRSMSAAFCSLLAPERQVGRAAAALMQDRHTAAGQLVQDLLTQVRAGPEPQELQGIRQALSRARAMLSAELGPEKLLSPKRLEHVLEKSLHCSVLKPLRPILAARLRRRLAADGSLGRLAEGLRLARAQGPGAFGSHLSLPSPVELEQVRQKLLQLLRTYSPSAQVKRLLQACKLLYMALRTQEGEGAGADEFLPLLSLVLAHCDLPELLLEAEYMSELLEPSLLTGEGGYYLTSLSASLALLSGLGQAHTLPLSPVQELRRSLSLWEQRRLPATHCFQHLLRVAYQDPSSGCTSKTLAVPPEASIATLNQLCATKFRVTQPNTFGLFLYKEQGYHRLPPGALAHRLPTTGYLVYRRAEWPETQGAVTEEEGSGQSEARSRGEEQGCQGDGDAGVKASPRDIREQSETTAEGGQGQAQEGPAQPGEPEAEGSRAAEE
MsrA act: bovine methionine sulfoxide reductase A activation. purified bovine MsrA, absorbance read-out. activation, % at 10.6 µM. 360,000 tested, 0.3% active. AID 602163; in the data active = activation above about 7.5%;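 also: 0% = vehicle and 100% = reference activator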
MLLE-PAM2 inh: blocks PAM2 peptide binding to the PABP1 MLLE domain | AID 588489 | GST-MLLE / FITC-PAM2 fluorescence polarization | 360,000 tested, 0.36% active | P11940 | inhibition, % at 20 µM; in the data active = inhibition above about 35%, passing the limit was not always enough;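 also: plate controls were DMSO wells with GST-MLLE for no effect and wells lacking GST-MLLE protein for full effect; some results filed as inactive read as strong as hits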
Numbers without * were called inactive; i = inactive; nt = not tested or not shown; + = active, no number.

SMILES	FAS TE block	E coli Lon inh	TbMetRS inhib	Neddyl block	MsrA inh	CSN inh	Rin1-Abl PPI inh	MsrA act	MLLE-PAM2 inh
O=C(CN1C(=O)c2ccccc2S1(=O)=O)N1CCN(c2ccccc2F)CC1	-4	-3	0.2	i	-0.9	4	2	-4	-3
Cc1cc(NC(=O)COC(=O)CNS(=O)(=O)c2c(F)cc(F)cc2Br)no1	-6	3	0.1	i	0.5	-3	-1	-2	6
COCCN1C(=O)CCC1(C)C(=O)Nc1ccc2c(c1)OCCO2 (stereo not drawn)	-1	-3	-1.4	i	-0.2	-3	4	-10	-1
CSc1nc(N)c2c(n1)OC(N)=C(C#N)C2c1cccnc1 (stereo not drawn)	-15	-11	-0.7	i	1.2	-4	-2	-9	0
CC1(C)CC(N(Cc2ccccc2)C(=O)Cc2ccccc2)CCO1 (stereo not drawn)	-1	5	0.1	i	-0.1	6	1	1	-8
CSCC[C@H](NC(=O)OC(C)(C)C)C(=O)NCC1CCC(C(=O)O)CC1 (stereo partly drawn)	-2	-7	-0.8	i	0.2	5	-1	-7	-2
Cc1ccccc1Nc1c(-c2ccc(N3CCOCC3)cc2)nc2ncccn12	-4	4	-0.3	i	3.3	-1	-1	-4	-12
Cc1ccc(S(=O)(=O)Nc2ccc(Cl)cc2)cc1NC(=O)c1cc2c(s1)CCCC2	32	0	-0.1	i	0.3	2	0	-5	-2
Cc1ccc(S(=O)(=O)Nc2ccccc2C(=O)N2CCCC2)cc1	-2	-3	-0.4	i	0.7	-4	0	-1	2
CC(=O)c1ccc(Sc2ccccc2N)c([N+](=O)[O-])c1	27	-1	-0.2	i	0.0	-3	-1	-9	-1
Cc1noc(C)c1NC(=O)Nc1ccc2c(c1)CC(=O)N([C@@H](C)CO)C[C@@H](C)[C@@H](CN(C)C(=O)Nc1cccc3ccccc13)O2	-13	-7	-0.1	i	-0.4	-5	0	-6	-2
CC(=O)Nc1ccc(C(=O)NC2CCSc3ccccc32)cc1 (stereo not drawn)	-4	-9	-0.2	i	-0.2	2	-2	-2	-58
CCOc1ccc(CCNC(=O)COC(=O)c2cc(=O)[nH]c3ccccc23)cc1OCC	0	0	-0.6	i	1.4	-2	0	1	-2
COc1ccccc1/C=C(\NC(=O)c1ccc(OC)c(OC)c1)C(=O)Nc1cc([N+](=O)[O-])ccc1C	60*	-5	-1.0	i	0.5	4	2	-9	4
COc1cc(/C=N/NC(=S)NCCN2CCOCC2)ccc1O	-9	-6	0.3	i	7.4*	-2	-3	-5	-46
O=C(COc1ccccc1Cl)N1N=C(c2cccs2)CC1c1ccco1 (stereo not drawn)	30	-8	0.6	+	2.4	4	2	-2	-1
CCOCC(=O)Nc1cccc(OC)c1	-7	-10	-1.2	i	2.7	0	1	-4	-5
CNC(=O)c1c(NC(=O)c2nc3ccccc3s2)sc2c1CCC2	12	-13	-1.6	i	nt	6	-1	-8	-9
CCN(CC)C(=O)CSc1nc2ccccc2c(=O)n1CCC(=O)NCCc1ccc(OC)c(OC)c1	1	-7	-0.3	i	-0.5	-4	0	-2	-3
COc1cccc(-n2cc(CNC(=O)C3CCC(=O)N(C4CC4)C3)cn2)c1 (stereo not drawn)	-8	-2	-0.2	i	-0.9	1	3	-1	-6
COc1cc(SC)ccc1C(=O)OCC(=O)N1CC(=O)Nc2ccccc21	-6	2	-0.2	i	1.1	6	2	-8	-6
Cc1ccc(C(=O)N2CCN(c3cccc(C)c3C)CC2)cc1S(=O)(=O)N1CCOCC1	13	-1	-0.3	i	-0.7	-2	1	0	12
O=C(NC1CC1)c1cccc(NC(=O)C2CCC2)c1	-8	0	-0.1	i	-0.8	10	-4	-4	6
COc1ccccc1NC(=O)CC(c1ccc(OC(C)C)cc1)c1ccccc1OC (stereo not drawn)	25	-17	0.4	i	-0.4	4	-3	-3	3
Cc1cccc(C)c1NC(=O)C(C)c1ccc(-c2ccccc2)c(F)c1 (stereo not drawn)	21	-2	0.1	i	0.8	0	0	1	-6
CC1CCCN(CCCNC(=O)c2ccc(N3CCCC3=O)cc2)C1 (stereo not drawn)	-4	6	-0.3	i	0.9	3	-3	-3	15
COc1cc(C)c(C)cc1S(=O)(=O)n1c(C)nc2ccccc21	12	-2	-0.1	i	-0.5	0	1	-2	11
CCc1ccccc1NCc1cc(=O)oc2cc(C)ccc12	1	-4	-0.5	i	1.3	-3	4	0	-5
Cc1ccc(N(CN2C(=O)NC(C)(C)C2=O)CN2C(=O)NC(C)(C)C2=O)cc1	-5	-2	-0.5	i	-0.7	-3	-1	-2	2
CCOC(=O)CNC(=O)c1cccnc1	-6	-10	-1.9	i	0.9	7	1	-12	4
O=C(O)C1C(c2ccccc2)C(C(=O)OCc2ccco2)C1c1ccccc1 (stereo not drawn)	-1	-4	-0.2	i	-0.8	7	-2	-3	3
Cc1nc(-c2cccc(NS(=O)(=O)c3ccc4ccccc4c3)c2)cs1	21	-13	-1.4	i	-0.1	-4	-4	-12	-9
COc1ccc([N+](=O)[O-])cc1NC(=O)CCN1CCN(CCO)CC1	-12	2	1.3	i	2.9	-3	-1	-4	-12
COC(=O)/C(=N/Nc1ccccc1OC)N1CCCc2ccccc21	32	-5	0.1	i	0.8	5	3	-2	-1
Cc1cc2ccccc2n2c(SCC(=O)Nc3ccc(S(=O)(=O)N4CCCCC4)cc3)nnc12	6	-2	-0.6	i	1.2	-9	-3	-8	6
Cc1cc(/C=C(\C#N)C(=O)O)c(C)n1C1CC1	-7	3	0.1	i	4.2	-4	0	-7	0
Cc1ccc(C(=O)N2CCN=C2SCc2ccc([N+](=O)[O-])cc2)cc1	-18	-20	0.1	i	0.4	-14	-4	-2	10
CCCCNC(=O)CC1C(=O)N(Cc2ccccc2)C(C)c2nc3ccccc3n21 (stereo not drawn)	-7	-3	-0.5	i	0.0	2	0	-4	9
Cc1ccnc(NC(=O)Cc2ccc([N+](=O)[O-])cc2)c1	0	-2	0.4	i	-0.6	1	1	-1	-4
COc1cc(/C=C/C(=O)c2ccc(F)cc2)cc(OC)c1OC	-1	-3	-0.9	i	3.4	4	-7	-6	-5
O=C(NCC1CCCO1)c1cc(-c2ccncc2)nc2ccc(S(=O)(=O)N3CCOCC3)cc12 (stereo not drawn)	-7	-5	-1.5	i	1.2	0	-2	-2	4
CCOC(=O)CSc1nc(C)c2ccc(C)cc2n1	-3	-6	-1.2	i	1.1	0	-3	-1	0
N#Cc1c(/N=C/c2ccc(-c3ccccc3C(=O)O)o2)sc2c1CCCC2	0	-4	-0.3	i	2.7	12	2	-5	1
COc1ccccc1-c1cc(C(F)(F)F)n2ncc(S(=O)(=O)c3ccccc3)c2n1	22	-7	-0.7	i	9.4*	0	1	-11	-17
Cc1ccc(-c2nnc(COC(=O)c3cc(=O)[nH]c4ccccc34)o2)cc1	66*	7	-0.6	i	0.3	4	1	-3	1
CCC(=O)Nc1ccc2nc(C)n(Cc3ccccc3Cl)c(=O)c2c1	-7	-11	-0.9	i	-0.3	-1	3	-6	-6
COC(=O)Cc1ccc(N(Cc2ccccc2F)S(=O)(=O)c2ccc(Br)cc2)cc1	40	-2	-0.7	i	0.9	5	2	-3	2
CCc1ccc(N(CC(=O)NC2CCCC2)C(=O)CCC(=O)Nc2ccccn2)cc1	2	-7	-0.1	i	-0.6	1	1	-3	5
COc1ccc(NC(=O)c2c(Cl)nc3ccccn23)cc1	-8	-4	-0.7	i	3.1	-2	-2	1	-5
O=C(O)c1cccc(-n2cccc2/C=C2/NC(=O)N(Cc3ccccc3F)C2=O)c1	-2	2	1.3	i	1.0	16	2	-2	8
Cc1ccccc1OCC(=O)NNC(=S)NC(=O)c1ccccc1[N+](=O)[O-]	-10	-2	-0.5	i	0.5	-13	-2	-1	22
O=S(=O)(CC(O)COc1ccc(Br)cc1)c1ccccc1 (stereo not drawn)	-2	-3	0.1	i	0.1	105	0	-1	2
O=S(=O)(Nc1ccc(N2CCCCC2)cc1)c1ccc(F)cc1	7	-3	1.0	i	-0.2	0	0	0	-5
CN1CCc2c(OCC(=O)N3N=C(c4cccs4)CC3c3ccc(F)cc3)cccc2C1=O (stereo not drawn)	10	2	-0.3	nt	1.9	-7	-2	-3	-21
Cc1oc2cc(O)ccc2c(=O)c1Oc1ccccc1	-4	0	-1.2	nt	3.9	6	0	-3	4
Brc1ccc(-c2csc(N3CCOCC3)n2)cc1	27	0	0.2	i	1.1	-5	3	-3	-8
O=C(NCc1ccco1)/C(=C\C=C\c1ccccc1)NC(=O)c1ccccc1Br	11	-5	-0.5	i	5.0*	1	0	-6	-7
CCOC(=O)c1ccc(-n2cnc(-c3ccc([N+](=O)[O-])cc3)c2)cc1	14	1	0.4	i	1.9	5	0	-2	-7
CCOC(=O)C1CCN(C(=O)c2ccccc2NS(=O)(=O)c2cc(C)ccc2C)CC1	-3	2	0.4	i	-1.7	-10	0	0	4
CCOc1ccc2c(c1)sc(=NC(=O)C1CC1)n2C	-3	2	-0.6	i	3.0	4	-1	-2	13
The results go on.
SMILES	FAS TE block	E coli Lon inh	TbMetRS inhib	Neddyl block	MsrA inh	CSN inh	Rin1-Abl PPI inh	MsrA act	MLLE-PAM2 inh
Cc1sc2ncnc(N3CCC(C(=O)N(CC(C)C)c4nc5ccccc5s4)CC3)c2c1C	27	1	0.8	i	-0.1	-9	0	-1	-4
COC(=O)c1c(NC(=O)C2CCCCC2C(=O)O)sc2c1CCCCC2 (stereo not drawn)	-10	-6	-0.7	i	2.4	-1	0	-13	32
COc1ccc2cc(C(=O)Nc3ccc(O)cc3)sc(=O)c2c1OC	-4	3	-0.9	i	1.2	-3	-5	-4	6
O=C(/C=C/c1cccc(F)c1)NCCCn1ccnc1	-8	5	-1.1	i	-1.1	1	0	-9	6
CCOC(=O)Cc1csc(NC(=O)c2c(-c3ccccc3)noc2C)n1	-5	-7	-0.3	i	-0.9	4	1	-1	23
COc1cc(C(=O)O/N=C(\N)c2ccccn2)cc(OC)c1OC	-3	4	-0.2	i	-0.8	-3	0	-3	5
COc1ccc2nc(SCC(=O)N(C)CC(=O)Nc3ccc(F)cc3)[nH]c2c1	-5	4	0.1	i	0.9	5	-3	-4	-8
CC(C)(C)C(=O)O/N=C(\N)Cc1ccc(-c2csnn2)cc1	9	-6	-0.5	i	0.1	25	2	-3	15

Screens from PubChem.
